NOD1 NF-kB reporter = inhibition of NOD1-driven NF-kB reporter – cell-based, luminescence, uHTS, primary screen (AID 1578); NOD1-driven NF-kB luciferase reporter cells, luminescence; higher % means a stronger effect; inhibition, % at 4 µM; hits with a dose series show EC50 in µM; 1% of 290,000 active; in the data active means inhibition mostly above about 36%, no sharp cut-off; inactive means mostly below about 34%;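 further: HEK-293T reporter cells stimulated with the NOD1 agonist gamma-tri-DAP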
KOR beta-arrestin-1 = KOR antagonists, beta-arrestin recruitment, cell-based, luminescence, uHTS (AID 1778); KOR beta-arrestin recruitment, luminescence, antagonist mode; higher % means a stronger effect; inhibition, % at 10 µM, or IC50 in µM where a hit was titrated; 0.091% of 290,000 active; in the data active means inhibition above about 50%; further: strong numbers were not always called active
NTR1 ag = agonists of NTR1, primary screen, imaging, U2OS cells, beta-arrestin-GFP, high content (AID 493036). P30989. NTR1-U2OS beta-arrestin-GFP spot imaging, agonist mode. activation, % at 20 µM. 0.17% of 330,000 active;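 active means activation at or above 40% of the spot to cytoplasm intensity ratio, with at least 20 cells analyzed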;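 further: 0% = DMSO without peptide and 100% = 100 nM NTR1 peptide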
Target sequence (P30989 whole entry, looked up): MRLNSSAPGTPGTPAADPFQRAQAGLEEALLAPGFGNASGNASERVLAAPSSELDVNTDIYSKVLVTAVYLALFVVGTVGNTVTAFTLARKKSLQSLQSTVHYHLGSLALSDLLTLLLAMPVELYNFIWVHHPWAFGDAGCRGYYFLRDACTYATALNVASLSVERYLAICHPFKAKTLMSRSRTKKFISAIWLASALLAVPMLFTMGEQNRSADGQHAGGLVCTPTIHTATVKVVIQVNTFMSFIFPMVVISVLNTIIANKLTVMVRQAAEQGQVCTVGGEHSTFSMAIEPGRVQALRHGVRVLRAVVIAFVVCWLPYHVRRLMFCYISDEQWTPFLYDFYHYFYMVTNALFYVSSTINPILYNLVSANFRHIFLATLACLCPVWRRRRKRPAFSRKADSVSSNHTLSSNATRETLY
GPR35 antagonists = GPR35 antagonists blocking zaprinast-driven arrestin recruitment, primary screen, imaging, U2OS, beta-arrestin-GFP, zaprinast agonist (AID 2058); one-dose inhibition, % at 10 µM; IC50 in µM for titrated hits; 0.052% of 290,000 active; U2OS GPR35 beta-arrestin-GFP translocation imaging, zaprinast antagonism; higher % means a stronger effect;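 active means inhibition of at least 50% with at least 30 cells and total cytoplasm GFP at most 10,000,000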
GPR55 beta-arrestin = GPR55 agonists via beta-arrestin recruitment, primary screen, imaging, U2OS cells, beta-arrestin-GFP redistribution (AID 1961) | one-dose activation, % at 10 µM; EC50 in µM for titrated hits | U2OS GPR55 beta-arrestin-GFP redistribution imaging; higher % means a stronger effect | 0.048% of 290,000 active;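 active means activation above 40% with more than 50 cells counted in the well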;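 further: U2OS osteosarcoma cells stably expressing GPR55 and beta-arrestin-GFP; plate controls were DMSO negative control for no effect and LPI positive control for full effect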
GPR55 antagonists = inhibition of LPI-stimulated GPR55 beta-arrestin translocation – imaging, U2OS, beta-arrestin-GFP, LPI agonist, primary screen (AID 2013). U2OS GPR55 beta-arrestin-GFP translocation imaging, LPI antagonism; higher % means a stronger effect. inhibition, % at 10 µM, or IC50 in µM where a hit was titrated. 0.13% of 290,000 active;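 active means spots per cell inhibited over 60%, with over 100 cells counted and total cytoplasm intensity under 500,000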;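 further: U2OS cells stably carrying GPR55 and arrestin-GFP stimulated by 5 µM LPI near EC80; imaged beta-arrestin-GFP aggregate spots per cell after agonist stimulation; plate controls were LPI-stimulated DMSO wells for no effect and DMSO wells without LPI for full effect; some results filed as inactive read as strong as hits; confirmed hits need IC50 under 10 µM and bright autofluorescent wells are also inconclusive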
KOR beta-arrestin-2 = KOR agonists, beta-arrestin recruitment, primary screen, cell-based, luminescence, uHTS (AID 1777) | KOR beta-arrestin recruitment, luminescence; higher % means a stronger effect | activation, % at 10 µM; hits with a dose series show EC50 in µM | 0.02% of 280,000 active; in the data active means activation above about 50%, passing the limit was not always enough; further: a part of the inactive calls stands beside numbers as strong as those of hits
MgcRacGAP inhibition = MgcRacGAP GTPase-activating activity inhibitors, confirmation, biochemical, ADP Hunter fluorescence; MgcRacGAP-stimulated Rac1 GTP hydrolysis, ADP Hunter fluorescence; higher % means a stronger effect; GST-tagged Rac1 F28L mutant substrate; one-dose inhibition, % at 30 µM; IC50 in µM for titrated hits; 0.6% of 340,000 active;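 active means first-screen hits whose inhibition reached a set limit at any dose in the follow-up dose series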;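 further: fluorescence reports GDP produced by GAP-driven GTP hydrolysis; strong numbers were not always called active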
UTI89 phage lysis = protection from phage-mediated lysis, alamar blue read-out – E. coli UTI89, K1F phage, bacterial capsule biogenesis inhibitors (AID 488966); E. coli UTI89 K1F phage lysis, alamar blue, 2 h; higher % means a stronger effect; one-dose inhibition, % at 100 µM; IC50 in µM for titrated hits; 0.02% of 340,000 active;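 active means phage lysis inhibition, versus mean bacterial control, above a set limit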;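 further: capsule biogenesis inhibitors block K1F phage lysis so surviving cells raise fluorescence; higher fluorescence means more inhibition of phage lysis; actives were called in the ten point dose series up to 300 µM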
NTR1 ag cell count 20 µM = recorded beside NTR1 ag, whose call it bears; cell count; measured here: cell count, cytotoxicity flag
Numbers without * were called inactive; nt = no result given; [ ] = another dose, or the depositor's remark.

SMILES	NOD1 NF-kB reporter	KOR beta-arrestin-1	NTR1 ag	NTR1 ag cell count 20 µM	GPR35 antagonists	GPR55 beta-arrestin	GPR55 antagonists	KOR beta-arrestin-2	MgcRacGAP inhibition	UTI89 phage lysis
COC(=O)c1ccc(CN2C(=O)NC3(CCC(C)CC3)C2=O)cc1 (stereo not drawn)	-52%	-8%	0.4	61	1%	0.6%	10%	1.3%	-5%	0.1%
Cc1cc(C)c(C#N)c(SCc2ccc(C#N)cc2)n1	-50%	-6%	2.8	55	-7%	-0.1%	15%	11%	6%	-0.2%
CC(=O)N(Cc1ccccn1)Cc1ccco1	-10%	-9%	-1.1	51	0%	0.5%	14%	0.3%	15%	-0.1%
O=C(NCc1ccccc1)NC(=O)c1ccccc1F	-46%	-3%	0.5	60	14%	-0.1%	12%	-1.7%	7%	0.3%[50 µM]
O=C(COc1ccccc1)N(Cc1ccco1)c1ccc(O)cc1	-24%	-5%	-0.6	75	-4%	-0.3%	5%	-4.8%	11%	0.2%
Cc1noc(C)c1COc1ccc(C(=O)OCC(=O)NCCN2C(=O)CSC2=O)cc1	-20%	-8%	0.1	47	0%	-0.2%	7%	-4.1%	4%	-0.9%
CCOc1ccc(NC(=O)CN(c2ccc(C)cc2)S(=O)(=O)c2c(C)nn(C)c2C)cc1	17%	13%	-1.3	61	0%	-0.1%	-10%	0.6%	7%	0.4%
CCCCc1nnc(NC(=O)C23CC4CC(CC(NC(C)=O)(C4)C2)C3)s1	-20%	8%	2.3	65	-19%	0.5%	15%	3.2%	8%	0.0%
Cc1ccccc1OCC(O)Cn1c(=N)n(Cc2ccccc2)c2ccccc21 (stereo not drawn)	-4%	-33%	18	63	-16%	0.3%	20%	3.5%	2%	0.0%
CS(=O)(=O)N(CC(=O)Nc1ccc(Br)cc1F)C1CCCCC1	32%	7%	0.5	59	-10%	-0.2%	-4%	-3.3%	6%	11%
COc1ccc(Nc2nc(Nc3ccc(OC)cc3OC)nc(N3CCN(C)CC3)n2)c(OC)c1	-24%	17%	3.9	45	-12%	1.7%	12%	5.1%	9%	1.5%[50 µM]
O=C(Nc1ccc2c(c1)C(=O)NC2=O)c1cccc(C(F)(F)F)c1	6%	-42%[20 µM]	5.3	36	-15%	-0.1%	-8%	2.1%	10%	-0.9%
Cc1nc2ccccc2nc1N1CCOCC1	-4%	36%	1.3	41	6%	-0.1%	-6%	-3.2%	12%	1.9%
CC1=CC(C)(C)N=C(Nc2nc(C)c3cc(C)cc(C)c3n2)N1	-34%	-41%	25	49	-5%	-0.3%	-3%	-3.1%	-1%	-0.7%
CCCCN(C)CCNC(=O)c1cc2c(-c3ccccc3F)nn(C)c2s1	11%	-27%	0.6	55	5%	-0.1%	3%	3.6%	10%	0.1%
Cc1ccccc1OCc1n[nH]c(=S)n1-c1cccc(Cl)c1	-10%	-1%	-0.6	63	7%	0.2%	9%	-3.1%	5%	-0.7%
CCCCN(C)CCCNC(=O)c1cn(C)c2ccc(S(=O)(=O)N(C)C3CCCCC3)cc2c1=O	-19%	22%	-0.3	70	-6%	0.3%	29%	-3.6%	7%	-0.2%
CCOC(=O)c1sc(Nc2nc3c(OC)cccc3s2)cc1C	-22%	-24%	37	62	18%	-0.1%	-11%	-2.4%	10%	-0.4%
COc1ccc(N2CCN(C(=O)CN(C)S(=O)(=O)c3cc(C)ccc3OC)CC2)cc1	-12%	0%[20 µM]	-0.5	28	16%	0.1%	3%	nt	18%	4.4%
Cc1ccc(C(=O)NC(NC(=O)c2ccc(C)cc2)c2cccc([N+](=O)[O-])c2)cc1	-17%	2%	-1.4	50	3%	-0.2%	11%	-4.0%	0%	3.3%
CC(=O)COc1cc2c(-c3cc4ccccc4o3)cc(=O)oc2cc1C	40%	20%	14	57	0%	-0.1%	-7%	-7.4%	0%	-0.1%
OCCCNc1ncnc2c1[nH]c1ccccc12	6%	-42%	-0.7	41	7%	0.0%	-8%	4.6%	19%	6.3%
Cn1nc(C(F)(F)F)c2cc(C(=O)O)sc21	-39%	-15%	0.5	51	-1%	0.2%	1%	2.1%	0%	0.6%
CC1CCN(c2c(NCc3ccc(C(=O)N4CCN(C5CCCCC5)CC4)cc3)c(=O)c2=O)CC1	-18%	-47%	-1.9	83	-13%	-0.3%	-11%	1.6%	8%	-0.4%
Cc1sc2ncnc(NCC(O)c3ccc([N+](=O)[O-])cc3)c2c1C (stereo not drawn)	44%	-1%	3.4	64	-18%	0.6%	-2%	2.6%	5%	-0.3%
Cc1cc(C)cc(NC(=S)N2CCC(c3nc4ccccc4s3)CC2)c1	25%	4%	5.6	46	10%	0.0%	-2%	7.5%	4%	4.8%
O=C(Nc1ccc(F)cc1)c1cccnc1N1CCOCC1	-14%	-8%	1.6	47	13%	0.1%	-6%	-6.0%	8%	-0.2%
Cc1nnc(NC(=O)c2ccccc2F)s1	-19%	16%	0.3	51	-2%	-0.1%	2%	-1.4%	2%	3.0%
Nc1nc2n(n1)C(c1ccco1)CC(c1ccc(F)cc1)N2 (stereo not drawn)	-18%	13%	-3.6	48	14%	-0.2%	13%	-8.0%	12%	4.2%
O=C(N/N=C/c1ccccc1C(F)(F)F)c1ccc2nc[nH]c2c1	-5%	-13%	1.0	55	-6%	-0.1%	-20%	-0.5%	-1%	0.2%
c1cnc(Sc2ccc3nnnn3n2)nc1	-22%	-9%	-0.4	58	1%	0.6%	0%	-1.0%	-8%	0.2%
O=C(O)c1cc2ncc(CCO)cn2n1	-28%	1%	0.4	44	-3%	0.1%	19%	2.8%	0%	1.1%
COC(=O)c1ccc(/C=N/NC(=O)C2CC(=O)N(c3ccc(F)cc3)C2)cc1 (stereo not drawn)	-10%	-14%	0.7	64	-24%	-0.1%	12%	-2.6%	0%	1.4%
CCOC(=O)C1C(c2cccnc2)NC(=O)NC1(O)C(F)(F)F (stereo not drawn)	-42%	-32%	0.0	31	-6%	-0.3%	2%	0.8%	4%	-0.7%
O=C(Nc1ccc2c(c1)OCO2)C(c1ccccc1)N1CCCCC1 (stereo not drawn)	0%	11%	-0.9	91	11%	-0.2%	2%	0.2%	2%	-1.1%
Cc1ccc(C(=O)Nn2cnnc2)cc1S(=O)(=O)N1CCOCC1	-4%	20%	1.7	49	7%	-0.1%	21%	-3.4%	2%	1.3%
O=C(COC(=O)Cc1ccc(Br)cc1)NC12CC3CC(CC(C3)C1)C2	-8%	4%	-0.3	62	10%	0.2%	6%	-6.3%	-2%	1.8%
COc1cc(OC)cc(-c2nnc(SCc3cccc(C(=O)O)c3)o2)c1	32%	2%	1.9	80	18%	-0.1%	-13%	-5.7%	-2%	-0.5%
COc1ccccc1NC(=S)NC(=O)C(C)(C)C	-7%	-9%	-0.5	35	12%	-0.2%	-9%	7.9%	4%	3.3%
Cc1ccccc1-n1c(SCC(=O)N(C)C2CCS(=O)(=O)C2)nc2ccccc2c1=O (stereo not drawn)	-19%	-58%[20 µM]	-1.0	54	3%	-0.1%	-2%	-2.6%	3%	0.4%
COCC(=O)Oc1c(S(=O)(=O)c2ccccc2)c(C)nn1C(C)(C)C	2%	-12%	-0.2	83	18%	0.3%	-2%	-0.7%	6%	0.3%
Cc1ccc(/C=N/NC(=S)NC2CCS(=O)(=O)C2)cc1 (stereo not drawn)	-16%	-57%	0.7	47	6%	-0.3%	0%	-6.2%	2%	-0.6%
COc1ccc(C(=O)C2CCCN(Cc3cc(C)c(O)c(C)c3)C2)c(OC)c1 (stereo not drawn)	110%*	33%[20 µM]	1.8	65	-4%	-0.2%	2%	-2.8%	11%	0.2%
CCOc1ccccc1NC(=O)COC(=O)C(CC)c1ccccc1 (stereo not drawn)	-25%	-26%	1.1	80	0%	-0.7%	20%	1.2%	-2%	-0.6%
O=C(NCCCn1ccnc1)Nc1ccc(Cl)c(Cl)c1	-72%	16%	3.2	58	-9%	-0.1%	5%	3.5%	16%	-0.2%
CC(C)(C)C1CCc2c(sc3ncn(N)c(=N)c23)C1 (stereo not drawn)	-13%	12%	26	62	-1%	1.0%	6%	-4.4%	11%	0.9%
Cc1cccc(NC(=O)C(=O)N/N=C/c2ccncc2)c1	-27%	-5%	-0.3	105	12%	-0.2%	13%	-3.1%	1%	0.0%
CCC(=O)N1CCc2cc(Br)cc(S(=O)(=O)N3CCCCC3CC)c21 (stereo not drawn)	18%	-16%	1.4	56	-9%	-0.1%	-1%	-3.8%	8%	0.3%
CC(NC(=O)NNC(=O)c1ccncc1)(C(F)(F)F)C(F)(F)F	-3%	5%	0.4	65	-14%	-0.8%	10%	-3.1%	5%	0.4%
C=CCN(CC=C)C(=O)C1CCN(Cc2ccc(OCc3ccccc3)cc2)CC1	-48%	0%[20 µM]	0.2	67	-1%	-0.1%	-1%	-4.2%	169µM*	-1.3%
(cont.)
SMILES	NOD1 NF-kB reporter	KOR beta-arrestin-1	NTR1 ag	NTR1 ag cell count 20 µM	GPR35 antagonists	GPR55 beta-arrestin	GPR55 antagonists	KOR beta-arrestin-2	MgcRacGAP inhibition	UTI89 phage lysis
CCS(=O)(=O)Nc1cccc(-c2ccc3nnc(C)n3n2)c1	-3%	-3%	-0.4	88	-28%	0.6%	20%	-2.4%	nt	nt
C=CCn1c(-c2ccc(S(=O)(=O)N3CCOCC3)cc2)csc1=Nc1ccccc1	51%	-44%	0.8	36	19%	0.2%	-14%	5.0%	4%	-0.2%
Cc1ccc(-c2c(CC(=O)O)c(C)nc3sc4c(c23)CCCC4)cc1	2%	5%	0.9	79	-11%	0.0%	-1%	-4.9%	10%	-0.1%
COc1ccccc1OCCNC(=O)CC(NC(C)=O)c1ccccc1 (stereo not drawn)	-23%	9%	-0.7	58	-13%	0.0%	0%	0.3%	4%	0.0%
Cc1cc(C)c2nc(Cl)c(Cl)nc2c1	-11%	2%	0.4	59	5%	0.5%	-5%	3.0%	8%	0.7%
CCc1cccc(C)c1NC(=S)N(CCCN1CCOCC1)Cc1cccnc1	-26%	15%	0.2	55	13%	-0.3%	-1%	-3.0%	3%	0.2%
O=C(CNC(=O)c1ccc(=O)[nH]c1)Nc1ccc(F)c(F)c1	-19%	4%	-0.9	46	-10%	-0.2%	5%	-2.2%	4%	0.6%
C=CCNC(=S)N/N=C/c1cn(-c2ccccc2)nc1-c1ccc(OC)cc1	-7%	35%	7.5	42	-13%	-0.5%	2%	1.8%	5%	2.0%[50 µM]

Screens as filed in PubChem BioAssay.

Not all compounds are listed (hit frequency here may not be typical).
